hIAP block: human IAP inhibitors, primary screen, biochemical, luminescence, uHTS | AID 2544, 2010 | Intestinal-type alkaline phosphatase (Homo sapiens), P09923 | actives 0.12% (n = 330,000) | inhibition, % at 10 µM | purified IAP, CDP-Star luminescence, 30 min;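 active = inhibition reaching a set limit with compound at 10 µM in the primary screen, cut at about 35% in these data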;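 also: plate controls were DMSO wells with enzyme for no effect and no-enzyme buffer wells for full effect; values of inactives mirror those of a sister screen read the other way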
ATG4B inhibitor: ATG4B protease inhibitors, primary screen, biochemical, fluorescence, uHTS. inhibition, % at 8.33 µM. AID 504462, 2011. actives 0.51% (n = 340,000). ATG4B cleavage of LC3-PLA2, NBD-HPC fluorescence, 1 h; in the data active = inhibition above about 40%
Target sequence (Q9Y4P1 whole entry, looked up): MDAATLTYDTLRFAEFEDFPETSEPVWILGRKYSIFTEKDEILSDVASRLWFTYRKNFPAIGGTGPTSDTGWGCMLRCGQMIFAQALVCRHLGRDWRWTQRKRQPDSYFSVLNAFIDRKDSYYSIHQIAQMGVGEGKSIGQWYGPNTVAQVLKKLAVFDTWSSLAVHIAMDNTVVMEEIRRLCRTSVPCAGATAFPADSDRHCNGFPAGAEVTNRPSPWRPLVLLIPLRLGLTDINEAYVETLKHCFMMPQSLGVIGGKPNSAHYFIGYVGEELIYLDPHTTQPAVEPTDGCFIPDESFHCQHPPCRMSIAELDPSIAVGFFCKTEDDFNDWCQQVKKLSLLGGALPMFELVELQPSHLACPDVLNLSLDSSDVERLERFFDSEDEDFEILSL
A3G deaminase: APOBEC3G DNA deaminase inhibitors, primary screen, biochemical, fluorescence, single-stranded DNA substrate, uHTS; actives 0.28% (n = 330,000); recombinant A3G, ssDNA deamination FAM/TAMRA fluorescence; inhibition, % at 20 µM; AID 493012, 2011;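 active = inhibition of at least 40% at 20 µM, with no more than 30% in the related APOBEC3A deaminase screen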;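 also: plate controls were DMSO wells with A3G for no effect and wells lacking A3G enzyme for full effect; some compounds called inactive have numbers as strong as hits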
Target sequence (Q9HC16 whole entry, looked up): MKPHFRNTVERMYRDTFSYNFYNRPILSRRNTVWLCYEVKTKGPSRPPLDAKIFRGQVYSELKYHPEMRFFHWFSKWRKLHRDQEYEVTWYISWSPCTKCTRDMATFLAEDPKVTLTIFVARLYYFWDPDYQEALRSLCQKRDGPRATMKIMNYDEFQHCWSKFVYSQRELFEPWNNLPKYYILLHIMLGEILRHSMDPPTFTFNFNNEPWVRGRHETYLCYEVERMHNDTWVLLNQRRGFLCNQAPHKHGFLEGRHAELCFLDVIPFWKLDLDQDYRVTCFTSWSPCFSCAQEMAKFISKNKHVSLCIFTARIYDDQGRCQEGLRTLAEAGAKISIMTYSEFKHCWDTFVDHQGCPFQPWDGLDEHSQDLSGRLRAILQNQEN
mIAP act: activators of mouse IAP, primary screen, biochemical, luminescence, uHTS; intestinal alkaline phosphatase [Mus musculus]; muIAP, CDP-Star luminescence, 30 min; hits give high values; 1 = vehicle-only enzyme signal, 0 = enzyme-free wells; activation factor at 10 µM; actives 0.24% (n = 330,000);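 active = activation factor of at least 2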; also: the source names both 10 and 20 µM as test concentration; values of inactives mirror those of a sister screen read the other way
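System: mouse IAP enzyme. Reagent: CDP-Star chemiluminescent phosphatase substrate. Benchmarks: DMSO wells, no-enzyme wells. Times: 30 min enzyme-substrate-compound incubation at room temperature. Detection: luminescence from enzymatic CDP-Star hydrolysis. Doses: test compounds delivered from DMSO solution.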
MIN6 prolif: inducers of MIN6 beta-cell proliferation, primary screen, ATP luminescence, uHTS; MIN6 cells proliferation, ATPlite luminescence, 48 h; cells starved in 0.2% serum; 100% = growth in 10% serum; proliferation, % at 10 µM; actives 0.29% (n = 330,000); AID 2380, 2010;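 active = compounds whose signal lies at least 3.5 SD above the mean of all wells on their plate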;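 also: 0% = DMSO-treated cells in low-serum medium and 100% = 10% serum control; some compounds called inactive have numbers as strong as hits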
MPTP block: mitochondrial permeability transition pore inhibitors, primary screen, biochemical, isolated mouse mitochondria, absorbance; inhibition, % at 10 µM; actives 1.4% (n = 360,000); AID 602449, 2012; Ca2+ swelling absorbance, 30 min;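 active = inhibition of 50% or more, scaled per plate between neutral and stimulator controls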;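 also: 0% = DMSO wells given calcium and 100% = 1 mM EGTA wells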
APOBEC3A inh: APOBEC3A ssDNA deaminase inhibitors, primary screen, selectivity assay for APOBEC3G inhibitor project, biochemical, FAM/TAMRA oligo cleavage fluorescence | DNA dC->dU-editing enzyme APOBEC-3A (Homo sapiens), P31941 | recombinant A3A, FAM/TAMRA ssDNA deamination fluorescence | AID 493011, 2011 | actives 0.41% (n = 330,000) | inhibition, % at 20 µM;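 active = at least 40% inhibition at 20 µM here, with at most 30% in a related deaminase screen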;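 also: plate controls were A3A with DMSO for no effect and wells lacking A3A enzyme for full effect; some results filed as inactive read as strong as hits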
Target sequence (P31941 whole entry, looked up): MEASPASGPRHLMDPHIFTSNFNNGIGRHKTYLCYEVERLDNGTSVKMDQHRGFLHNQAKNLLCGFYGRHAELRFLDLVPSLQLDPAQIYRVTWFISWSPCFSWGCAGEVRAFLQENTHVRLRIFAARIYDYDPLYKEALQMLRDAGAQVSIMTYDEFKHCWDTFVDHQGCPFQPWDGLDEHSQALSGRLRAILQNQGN
mIAP block: inhibitors of mouse IAP, primary screen, biochemical, luminescence, uHTS; inhibition, % at 10 µM; purified mouse IAP, CDP-Star luminescence, 30 min; actives 0.2% (n = 330,000); intestinal alkaline phosphatase [Mus musculus];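 active = inhibition of at least 40% at 10 µM in the primary screen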;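 also: plate controls were DMSO with enzyme for no effect and no enzyme wells for full effect; values of inactives mirror those of a sister screen read the other way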
hIAP activ: human IAP activators, primary screen, biochemical, luminescence, uHTS; Intestinal-type alkaline phosphatase (Homo sapiens), P09923; activation factor at 10 µM; AID 2524, 2010; purified human IAP, CDP-Star luminescence, 30 min; hits give high values; 1 = vehicle-only enzyme, 0 = enzyme-free background; actives 0.16% (n = 330,000);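 active = activation factor of the enzyme at least 2-fold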; also: the source names both 10 and 20 µM as test concentration; values of inactives mirror those of a sister screen read the other way
An asterisk follows results filed as active; · = not tested or not shown.

SMILES | hIAP block | ATG4B inhibitor | A3G deaminase | mIAP act | MIN6 prolif | MPTP block | APOBEC3A inh | mIAP block | hIAP activ
CCOC(=O)C1=NOC2C3CC(C12)C1C(=O)N(CCc2ccc(OC)c(OC)c2)C(=O)C31 (stereo not drawn) | -3 | 11 | -3 | 0.93 | 1 | 1.6 | 9 | 7 | 1
CC(C)CC(=O)NC(=S)Nc1ccc(N2CCN(C(=O)c3cccs3)CC2)cc1 | -14 | -6 | -3 | 0.96 | -4 | 93* | -2 | 4 | 1.1
O=C(Cn1cc(SCc2ccc(F)cc2)c2ccccc21)N1CCOCC1 | 19 | -4 | -1 | 1.1 | 0 | 1.1 | -1 | -11 | 0.81
COc1ccc(C(=O)Nc2ccc(NC(=O)c3ccccc3)cc2)cc1S(=O)(=O)N1CCOCC1 | 16 | 6 | 0 | 1.1 | 0 | -0.4 | 0 | -7 | 0.84
CN(C)S(=O)(=O)c1ccc(Cl)c(NC(=O)C2CCN(S(=O)(=O)c3cccs3)CC2)c1 | -6 | -11 | -3 | 0.91 | -4 | 0.0 | -4 | 9 | 1.1
O=C(Nc1cc(Cl)ccc1N1CCOCC1)c1cc2ccccc2o1 | -2 | -2 | -11 | 0.86 | 0 | -1.1 | -4 | 14 | 1
COc1ccccc1Nc1cc(C(=O)N2CCc3ccccc3C2)c2ccccc2n1 | -2 | · | -7 | 0.86 | -6 | · | -2 | 14 | 1
COc1cccc(NC(=O)CNC(=O)c2ccc(OC)c(OC)c2)c1 | -6 | 5 | -8 | 1.1 | 1 | 1.6 | -1 | -6 | 1.1
COCCn1c(C)c(C)c2c(NCCc3ccccc3)ncnc21 | -10 | -9 | -3 | 0.95 | 0 | 2.2 | -5 | 5 | 1.1
COc1ccc(C2=NS(=O)(=O)N(C)C(C(=O)N3CCOCC3)=C2)cc1OC | -4 | -1 | -1 | 1 | 1 | -2.5 | -5 | -1 | 1
CCn1cc(/C=C(\NC(=O)c2ccc(OC)cc2)C(=O)N2CCN(C)CC2)c2ccccc21 | 16 | -1 | -3 | 1 | -1 | -1.0 | -3 | -1 | 0.84
CC1(C)CC(=O)CC(=Nc2ccc3[nH]c(=O)[nH]c3c2)C1 | 10 | -3 | -5 | 0.95 | -1 | -1.5 | -1 | 5 | 0.9
O=C(Nc1ccccc1C(=O)N1CCOCC1)c1cc2ccccc2o1 | -6 | -1 | -6 | 0.96 | -4 | 0.0 | -6 | 4 | 1.1
O=C(CCc1ccccc1)N=C1SC2CS(=O)(=O)CC2N1Cc1ccccc1 (stereo not drawn) | -16 | 2 | -10 | 1 | 0 | 0.9 | -6 | -1 | 1.2
O=C(Nc1cc(C(F)(F)F)ccc1N1CCOCC1)c1c(F)c(F)c(F)c(F)c1F | -12 | 10 | -8 | 0.98 | -5 | -5.6 | -3 | 2 | 1.1
COc1c2ccc(C(=O)NCCCCc3ccccc3)cc2nn1C | 12 | -6 | 0 | 0.93 | 1 | -2.5 | 0 | 7 | 0.88
COc1cc(/C=C2\SC(=S)N(N3CCOCC3)C2=O)ccc1O | 44* | -5 | -4 | 0.66 | 2 | 4.1 | 4 | 34 | 0.56
CN(C)Cc1nc2c(c(=O)[nH]1)C(C)(C)Cc1ccccc1-2 | -20 | 1 | 7 | 0.94 | -2 | 10 | 6 | 6 | 1.2
Cc1cc(=O)oc2c3c(cc(OCC(=O)NCc4ccccn4)c12)OC(C)(C)CC3 | 6 | -5 | -5 | 1 | 0 | 5.6 | -3 | -1 | 0.94
Cc1noc(C)c1COc1ccc(CC(=O)NC2CCCCCC2)cc1 | -12 | -4 | -12 | 1 | -3 | 1.7 | -5 | -5 | 1.1
N#C/C(=N\Nc1ccccc1)C(N)=S | 29 | 3 | 11 | 0.85 | -2 | 6.3 | -2 | 15 | 0.71
O=C(NC1(Cc2ccccc2)CCN(Cc2ccc(-c3ccccc3)cc2)C1=O)c1ccccc1 (stereo not drawn) | -2 | 10 | -8 | 1.2 | -7 | 0.3 | 0 | -17 | 1
Cc1nnc(SCC(=O)NCc2ccccc2)[nH]c1=O | 0 | -9 | -5 | 0.94 | -1 | -1.0 | 0 | 6 | 0.99
CC(=O)c1cc(-c2ccccc2)n(CC(=O)NC(C)(C)C)c1C | 4 | -3 | -3 | 0.94 | 0 | 0.9 | -1 | 6 | 0.96
CCOc1ccc(CCNC(=O)CCNC(=O)c2ccco2)cc1OCC | -2 | 3 | -5 | 1 | 1 | 0.3 | -1 | -4 | 1

Continued:
SMILES | hIAP block | ATG4B inhibitor | A3G deaminase | mIAP act | MIN6 prolif | MPTP block | APOBEC3A inh | mIAP block | hIAP activ
O=C(CCn1cccc1)Nc1cccc(F)c1 | 8 | -10 | -3 | 0.97 | -4 | 1.8 | -3 | 3 | 0.92
CCCNC(=O)Cn1sc2nc(C)cc(C)c2c1=O | -12 | -4 | 60* | 1.1 | -6 | -0.7 | -11 | -10 | 1.1
O=C(NCC1CCCO1)c1onc(CSc2ccccc2)c1C(=O)O (stereo not drawn) | 18 | -8 | -8 | 1 | -3 | -1.8 | -5 | 0 | 0.82
O=C(NC1CCN(C(=O)Nc2ccccc2Cl)CC1)c1ccccc1 | -6 | -5 | -10 | 1.1 | -1 | -1.1 | -3 | -13 | 1.1
CN(C)c1cc[n+](CC(=O)N2CCCc3ccccc32)cc1 | 0 | -2 | -5 | 1 | -1 | 2.8 | -4 | -4 | 1
COC(=O)c1cc(NC(C)=O)ccc1N1CCOCC1 | -7 | 4 | -7 | 1 | -5 | -0.4 | -1 | 0 | 1.1
COc1ccccc1N1CCN(S(=O)(=O)c2cn(C)nc2C)CC1 | -10 | -1 | 0 | 0.96 | 2 | 0.2 | -2 | 4 | 1.1
CC(C)(C)SCCNC(=O)CN(c1ccc(F)c(Cl)c1)S(C)(=O)=O | 21 | -7 | -7 | 0.94 | -1 | -1.9 | -2 | 6 | 0.79
NNC(=O)c1n[nH]c(=O)c2ccccc12 | -7 | 8 | 1 | 1.1 | -5 | 1.9 | 4 | -8 | 1.1
CN1CCN(CC(O)COc2ccc(Cl)cc2)CC1 (stereo not drawn) | -13 | -8 | -1 | 1 | -3 | -0.4 | 1 | 0 | 1.1
CCCCc1ccc(/C=C(\C#N)C(N)=S)s1 | 9 | 9 | -8 | 0.65 | -1 | 0.8 | -4 | 35 | 0.91
O=C(Nc1ccc(OCC(F)(F)C(F)F)c(C(F)(F)F)c1)c1ccccc1 | 3 | 12 | -2 | 1 | -4 | 3.7 | -2 | -2 | 0.97
O=C(Nc1ccccc1)C1CC2CCCC(C1)C2=O (stereo not drawn) | -7 | -4 | -7 | 1 | -1 | 1.1 | -6 | -4 | 1.1
CC1Cc2nc(SCC(=O)NCCc3ccccc3)n(C)c(=O)c2S1 (stereo not drawn) | 17 | -16 | -2 | 0.97 | 0 | -0.6 | -2 | 3 | 0.83
O=C(c1ccccn1)N(Cc1cc2ccccc2[nH]c1=O)C1CCCCC1 | 18 | 8 | -8 | 0.99 | -1 | -0.8 | -1 | 1 | 0.82
Cc1cccc2c(N=Nc3ccc(S(=O)(=O)Nc4ccc(Cl)cc4)cc3[N+](=O)[O-])c(O)[nH]c12 | 17 | 3 | -1 | 0.86 | -6 | 2.5 | 0 | 14 | 0.83
O=c1[nH]cc(S(=O)(=O)Nc2ccc3c(c2)OCO3)c(=O)[nH]1 | -7 | 8 | -9 | 0.99 | 3 | -1.2 | -1 | 1 | 1.1
Cc1ccc(N=C2C(=O)Nc3ccccc32)cc1 | 7 | -4 | -9 | 1 | -4 | -1.0 | -3 | -1 | 0.93
Cc1ccc(C(=O)Nc2cc([N+](=O)[O-])ccc2F)s1 | 2 | -3 | -2 | 0.97 | -1 | -0.5 | -1 | 3 | 0.98
O=C(COC(=O)c1ccccc1C(=O)c1ccccc1)NCCc1ccccc1 | -54 | 0 | -3 | 0.99 | 2 | 1.5 | -1 | 1 | 1.5
CCC(=O)N1CCc2cc(S(=O)(=O)NCCC(=O)NC3CCCCCC3)ccc21 | -8 | -6 | -9 | 0.99 | 3 | -1.8 | -6 | 1 | 1.1
COc1ccc(S(=O)(=O)N2CCOCC2)cc1NC(=O)Cc1ccc2c(c1)OCCO2 | -14 | 0 | -6 | 1.1 | 2 | -0.5 | -2 | -8 | 1.1
COc1ccc(C2=Nc3cc(C)ccc3OC2)cc1 | 42* | 0 | -12 | 1 | -4 | 1.4 | -4 | -2 | 0.58
N=c1c(C(=O)NC2CCCCC2)cc2c(=O)n3ccccc3nc2n1CCc1ccccc1 | 20 | 3 | -22 | 0.81 | -4 | -0.5 | -7 | 19 | 0.8
Cc1ccc(/C=N/NC(=O)CSc2nc3nc(C)cc(C)n3n2)cc1 | -4 | -5 | -5 | 0.87 | -3 | 0.7 | -3 | 13 | 1

A second format for two compounds above.
structure: Cc1noc(C)c1COc1ccc(CC(=O)NC2CCCCCC2)cc1
  hIAP block: -12 | ATG4B inhibitor: -4 | A3G deaminase: -12 | mIAP act: 1 | MIN6 prolif: -3 | MPTP block: 1.7 | APOBEC3A inh: -5 | mIAP block: -5 | hIAP activ: 1.1
structure: CC(=O)c1cc(-c2ccccc2)n(CC(=O)NC(C)(C)C)c1C
  hIAP block: 4 | ATG4B inhibitor: -3 | A3G deaminase: -3 | mIAP act: 0.94 | MIN6 prolif: 0 | MPTP block: 0.9 | APOBEC3A inh: -1 | mIAP block: 6 | hIAP activ: 0.96

The list continues.
SMILES | hIAP block | ATG4B inhibitor | A3G deaminase | mIAP act | MIN6 prolif | MPTP block | APOBEC3A inh | mIAP block | hIAP activ
CCOC(=O)C1=CN(CC)S(=O)(=O)NC1c1ccc(C(F)(F)F)cc1 (stereo not drawn) | · | 6 | -1 | 1 | · | 0.8 | 0 | -3 | ·
COc1cccc(-c2ccc3c(c2)S(=O)(=O)c2cccc(C(=O)O)c2C3=O)c1OC | 7 | -5 | -7 | 1.1 | 2 | 0.8 | -1 | -12 | 0.93
O=C(Nc1ccccc1)C1=C[C@H](c2ccccc2)C[C@H](OCc2ccc(CO)cc2)O1 | -5 | 6 | -2 | 1 | -1 | -0.9 | 0 | -3 | 1.1
O=C(CS(=O)CC(=O)Nc1ccccc1-c1ccccc1)Nc1ccc(F)cc1 (stereo not drawn) | 8 | -17 | -4 | 1.1 | -3 | -4.4 | -1 | -6 | 0.92
CC(=O)Nc1ccc(S(=O)(=O)N2CCN(C3CCCCCCC3)CC2)cc1 | 3 | -2 | -8 | 1.1 | 2 | 1.0 | -5 | -10 | 0.97
CCOc1ccc(OCCOCCOc2ccccc2Cl)cc1 | -2 | -3 | -8 | 0.99 | -2 | 1.2 | 1 | 1 | 1
O=C1C(NS(=O)(=O)c2cccs2)=C(N2CCN(c3cccc(Cl)c3)CC2)C(=O)c2ccccc21 | 8 | 46* | 4 | 0.96 | -5 | 3.6 | -2 | 4 | 0.92

Bioassay records: PubChem BioAssay, Sanford-Burnham Center for Chemical Genomics
